ABCG2 block: human ABCG2 inhibition, ABCB1 as counter-screen. Q9UNQ0. inhibition, % at 6.6 µM. IgMXP3 cells, JC-1 efflux, flow cytometry. AID 1325. hit rate 0.1% among 190,000;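 active means inhibition above 80%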;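 further: 0% = DMSO and 100% = nicardipine control wells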
Target sequence (Q9UNQ0 whole entry, looked up): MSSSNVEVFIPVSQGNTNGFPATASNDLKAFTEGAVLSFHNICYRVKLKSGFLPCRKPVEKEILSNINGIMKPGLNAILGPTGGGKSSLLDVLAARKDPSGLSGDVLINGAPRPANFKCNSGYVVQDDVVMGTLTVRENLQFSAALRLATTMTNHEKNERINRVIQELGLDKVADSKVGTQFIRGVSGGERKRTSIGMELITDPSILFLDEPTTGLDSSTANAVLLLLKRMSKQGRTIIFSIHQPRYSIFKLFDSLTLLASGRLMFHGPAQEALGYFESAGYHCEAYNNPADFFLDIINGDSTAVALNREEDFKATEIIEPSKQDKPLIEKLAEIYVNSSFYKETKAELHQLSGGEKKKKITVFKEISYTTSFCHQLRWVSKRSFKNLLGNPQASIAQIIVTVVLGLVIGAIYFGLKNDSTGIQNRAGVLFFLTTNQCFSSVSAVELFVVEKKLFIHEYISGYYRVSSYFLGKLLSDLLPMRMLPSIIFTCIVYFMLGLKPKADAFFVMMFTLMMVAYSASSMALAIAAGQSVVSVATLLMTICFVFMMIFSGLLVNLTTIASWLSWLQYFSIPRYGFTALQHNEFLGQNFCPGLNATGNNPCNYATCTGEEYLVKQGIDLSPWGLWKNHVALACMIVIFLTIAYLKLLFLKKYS
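Test system: ABCG2 IgMXP3 and barcoded ABCB1 CCRF-Adr cell mix; Schedule: cells with compound and JC-1, 10 min at 25 °C, rotating, no wash; Technique: flow cytometry of retained JC-1 fluorescence; Measure: % inhibition of efflux relative to nicardipine and DMSO; Controls: nicardipine high and DMSO low controls.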
Pf gametocyte: kills late stage P. falciparum gametocytes; hit rate 0.065% among 150,000; P. falciparum stage V gametocytes, ATP luminescence, 24 h; inhibition, % at 10.9 µM;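 active means inhibition above the mean plus 3 SD of compounds within the control limits, set per campaign, cut at about 38% in these data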;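 further: 0% = DMSO wells and 100% = medium only without gametocytes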
Rab2A wt mod: changes GTP binding to wildtype dog Rab2A, up or down | hit rate 0.19% among 190,000 | GST-Rab2 wt beads, Bodipy-GTP binding, flow cytometry | P61105 | GTP binding activity, % at 10 µM;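 active means GTP binding activity at least 20 points away from 100%, either lowered or raised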;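 further: 0% = beads with excess unlabeled GTP and 100% = no-compound control corrected for plate trend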
Rab7 wt modul: modulators of GTP binding to dog Rab7 wildtype GTPase | GST-Rab7 beads, fluorescent GTP binding, flow cytometry; actives lie on both sides; untreated = 100%, excess cold GTP = 0% | AID 758 | GTP binding activity (percent of control), % at 10 µM | hit rate 0.055% among 190,000;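 active means fluorescent GTP binding to Rab7 beads changed by at least 20 points from the 100% baseline, either direction, mostly lower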;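 further: median green fluorescence of bound Bodipy-FL-GTP per Rab7 bead population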
ABCB1 block: inhibitors of human ABCB1 transporter, ABCG2 counter-screen | P08183 | CCRF-Adr cells, JC-1 efflux, flow cytometry | inhibition, % at 6.6 µM | hit rate 0.067% among 190,000; in the data active means inhibition above about 40%;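 further: 0% = vehicle and 100% = reference inhibitor; higher value means more JC-1 retained so stronger ABCB1 efflux block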
Rac1 wt modul: modulators of human Rac1 wildtype GTP binding; hit rate 0.27% among 190,000; GST-Rac1 beads, fluorescent GTP binding, flow cytometry; actives lie on both sides; 0 = cold GTP competed, 100 = untreated; GTP binding activity (% of control), % at 10 µM;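 active means GTP binding activity at least 20 points away from the 100% control level, either lower or higher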
HRas wt GTP: changes GTP binding to wildtype human HRas; GST-Ras wt beads, Bodipy-FL-GTP binding, flow cytometry; actives lie on both sides; hit rate 0.14% among 190,000; GTP binding activity, % at 10 µM; P01112;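 active means GTP binding activity at least 20% away from the 100% baseline, either lowered as inhibitor or raised as activator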;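 further: 0% = unlabeled GTP competition control and 100% = no-compound control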
Avidin fluor: compound fluoresces at 488/530 nm on avidin beads | compound fluorescence 488/530 nm, flow cytometry; hits give high values | fluorescence (KMESF) at 10 µM | hit rate 0.38% among 220,000 | AID 1775; in the data active means fluorescence above about 47; further: inactives centre near 10
Cdc42 wt: human Cdc42 wildtype GTP binding change, either direction; GST-Cdc42 beads, Bodipy-GTP binding, flow cytometry; actives lie on both sides; P60953; hit rate 0.2% among 190,000; percent activity (GTP binding), % at 10 µM;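 active means percent activity GTP binding at least 20 points away from the 100% baseline, either down as inhibitor or up as activator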;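 further: median bead fluorescence of bound Bodipy-FL-GTP at 100 nM; 0% = excess unlabeled GTP control and 100% = no compound control; below 100% means less GTP binding so inhibitor and above means activator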
Target sequence (P60953 whole entry, looked up): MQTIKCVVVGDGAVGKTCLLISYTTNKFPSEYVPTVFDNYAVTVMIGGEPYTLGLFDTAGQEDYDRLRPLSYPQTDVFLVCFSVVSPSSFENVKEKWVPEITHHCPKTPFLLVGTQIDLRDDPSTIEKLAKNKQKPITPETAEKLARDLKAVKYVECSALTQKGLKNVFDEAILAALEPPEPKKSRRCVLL
Rac1 act GTP bind: human Rac1 activated mutant GTP binding change. P63000. GST-Rac1 activated beads, fluorescent GTP binding, flow cytometry; actives lie on both sides; 100% means binding = to untreated wells. percent activity (GTP binding), % at 10 µM. hit rate 0.11% among 190,000. AID 764;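 active means GTP binding at least 20 percentage points away from the 100% baseline, in either direction, so actives lie on both sides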
GSH bead fluor: GSH bead compound fluorescence profile; hit rate 0.25% among 190,000; GSH beads flow cytometry, compound fluorescence 488/530 nm; hits give high values; fluorescence (KMESF) at 10 µM; in the data active means fluorescence above about 89;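 further: glutathione beads carrying GST-tagged Bcl family fusion proteins plus one bare bead set; values are compound well signal with DMSO vehicle wells as background; inactives centre near 16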
* = called active by the depositor; · = no result given.

SMILES	ABCG2 block	Pf gametocyte	Rab2A wt mod	Rab7 wt modul	ABCB1 block	Rac1 wt modul	HRas wt GTP	Avidin fluor	Cdc42 wt	Rac1 act GTP bind	GSH bead fluor
CC(=O)Oc1ccc(C(=O)OCC(=O)c2c(N)n(C)c(=O)n(C)c2=O)cc1OC(C)=O	0	-16	93	94	0.2	96	95	9	96	93	21
CN(CC(=O)N1CCN(c2ccccn2)CC1)S(=O)(=O)c1ccccc1	1	0	102	100	0.3	106	104	49*	108	102	12
CC(=O)Nc1ccc(C(=O)OCC(=O)NC(=O)NC(C)(C)C)cc1	1	·	99	98	0.1	101	100	13	100	98	11
O=C(CN1C(=O)C2CCCCN2C(=O)c2ccccc21)Nc1ccc(F)cc1 (stereo not given)	14	15	103	109	0.5	100	103	9	96	94	24
CN(C)NC(=O)c1ccsc1NC(=O)c1ccc(S(=O)(=O)N(C)C)cc1	0	·	91	90	-0.5	91	90	7	92	92	16
CC(C)CCN1CCN(Cc2cccs2)CC1CCO (stereo not given)	1	11	97	96	0.8	99	98	6	99	96	19
O=c1c2cc(NC(=S)N3CCCCC3)ccc2nc2n1CCCCC2	15	-2	95	97	2.1	96	95	9	96	94	16
COc1cc(/C=N/NC(=O)CNC(=O)c2cccs2)ccc1O	5	·	99	96	0.6	101	100	3	100	99	9
O=C1CC(C(=O)N2CCC(N3CCC(C(=O)NC4CC4)CC3)CC2)c2ccccc21 (stereo not given)	0	-17	97	103	0.4	96	96	4	92	93	10
CCCCNC(=O)c1ccccc1NC(=O)CN(c1ccccc1)S(=O)(=O)N(C)C	5	12	101	99	1.1	101	100	17	100	101	9
COc1cccc(OC)c1-c1nnc(-c2cn(C)c3ccccc23)o1	13	·	96	94	1.7	98	98	11	99	95	27
COc1ccc(OC)c2[nH]c(=O)c(CCNC(=O)c3ccc(S(=O)(=O)N4CCCCC4)cc3)cc12	0	·	100	98	5.2	102	99	5	98	99	32
CCN(CC)S(=O)(=O)c1cccc(C(=O)NC2CCCCC2)c1	3	·	98	97	0.4	98	98	8	100	97	12
Cc1ccc(S(=O)(=O)c2c(N)n(/N=C/c3ccco3)c3nc4ccccc4nc23)cc1	2	6	95	98	0.4	96	95	12	96	95	14
COc1ccc(CCC(=O)OCC(=O)Nc2ccc(C)c(S(=O)(=O)N(C)C)c2)cc1	2	20	105	103	0.3	106	105	-1	101	103	7
COC(CNC(=O)c1ccc2nc(-c3ccccc3)c(-c3ccccc3)nc2c1)OC	8	9	97	100	0.7	102	101	11	98	96	16
Cc1cc([N+](=O)[O-])ccc1NCc1ccccc1[N+](=O)[O-]	2	5	99	101	0.0	98	96	10	94	95	11
COc1ccccc1-n1nnnc1SCC(=O)Nc1cc(C)on1	2	19	100	102	0.3	104	101	6	100	97	12
O=C(CC(c1ccccc1)c1ccccc1)NCC1CCCO1 (stereo not given)	1	·	102	104	0.4	97	103	20	99	95	12
COC(=O)c1cc2c(-c3ccccc3)c(C)c3ccccn3c-2c1C(=O)OC	1	·	97	98	0.3	100	99	35	102	99	18

13 compounds out of the list, sorted by length of the SMILES, low to high:
SMILES	ABCG2 block	Pf gametocyte	Rab2A wt mod	Rab7 wt modul	ABCB1 block	Rac1 wt modul	HRas wt GTP	Avidin fluor	Cdc42 wt	Rac1 act GTP bind	GSH bead fluor
COc1cc(/C=N/NC(=O)CNC(=O)c2cccs2)ccc1O	5	·	99	96	0.6	101	100	3	100	99	9
O=c1c2cc(NC(=S)N3CCCCC3)ccc2nc2n1CCCCC2	15	-2	95	97	2.1	96	95	9	96	94	16
CCN(CC)S(=O)(=O)c1cccc(C(=O)NC2CCCCC2)c1	3	·	98	97	0.4	98	98	8	100	97	12
COc1cccc(OC)c1-c1nnc(-c2cn(C)c3ccccc23)o1	13	·	96	94	1.7	98	98	11	99	95	27
CC(=O)Nc1ccc(C(=O)OCC(=O)NC(=O)NC(C)(C)C)cc1	1	·	99	98	0.1	101	100	13	100	98	11
CN(CC(=O)N1CCN(c2ccccn2)CC1)S(=O)(=O)c1ccccc1	1	0	102	100	0.3	106	104	49*	108	102	12
O=C(CN1C(=O)C2CCCCN2C(=O)c2ccccc21)Nc1ccc(F)cc1 (stereo not given)	14	15	103	109	0.5	100	103	9	96	94	24
CN(C)NC(=O)c1ccsc1NC(=O)c1ccc(S(=O)(=O)N(C)C)cc1	0	·	91	90	-0.5	91	90	7	92	92	16
COC(CNC(=O)c1ccc2nc(-c3ccccc3)c(-c3ccccc3)nc2c1)OC	8	9	97	100	0.7	102	101	11	98	96	16
COc1ccc(CCC(=O)OCC(=O)Nc2ccc(C)c(S(=O)(=O)N(C)C)c2)cc1	2	20	105	103	0.3	106	105	-1	101	103	7
Cc1ccc(S(=O)(=O)c2c(N)n(/N=C/c3ccco3)c3nc4ccccc4nc23)cc1	2	6	95	98	0.4	96	95	12	96	95	14
CC(=O)Oc1ccc(C(=O)OCC(=O)c2c(N)n(C)c(=O)n(C)c2=O)cc1OC(C)=O	0	-16	93	94	0.2	96	95	9	96	93	21
COc1ccc(OC)c2[nH]c(=O)c(CCNC(=O)c3ccc(S(=O)(=O)N4CCCCC4)cc3)cc12	0	·	100	98	5.2	102	99	5	98	99	32

The results go on:
SMILES	ABCG2 block	Pf gametocyte	Rab2A wt mod	Rab7 wt modul	ABCB1 block	Rac1 wt modul	HRas wt GTP	Avidin fluor	Cdc42 wt	Rac1 act GTP bind	GSH bead fluor
Cn1cccc1Cc1nnc(SCC(=O)Nc2nc3ccccc3s2)n1CCc1ccccc1	2	·	106	103	0.9	107	104	9	105	100	9
COCCCC1CCN(Cc2cn[nH]c2-c2cc(OC)c(OC)c(OC)c2)CC1	1	-7	101	104	0.4	98	97	7	99	95	16
CCn1ccnc1CN1CCN(CC(C)C)C(CCO)C1 (stereo not given)	3	21	99	99	0.0	98	97	8	101	96	13
N#CC1=C(N)SC(N)=C(C#N)C1C1CC=CCC1 (stereo not given)	2	·	102	101	0.2	100	100	11	99	97	15
Clc1cccc(Cl)c1Cn1cnc(=NCc2ccco2)c2[nH]cnc21	0	-5	101	100	1.0	106	103	6	102	100	55
O=C(CSc1ccc2nnc(-c3ccncc3)n2n1)Nc1nccs1	1	·	80	86	-0.2	71*	83	20	79*	86	7
Cc1ccc(S(=O)(=O)NC(CC(C)C)C(=O)NCc2ccco2)cc1 (stereo not given)	2	·	96	95	0.4	96	97	15	97	95	13
C/C(=N\NC(=O)c1cc2c(s1)CCC(C)C2)c1cccnc1 (stereo not given)	11	17	98	99	1.6	101	99	5	99	98	11
CCOc1cc(CNCC(C)C)cc(Cl)c1OCc1ccccc1	2	-32	99	100	0.5	105	102	24	100	98	13
CCOC(=O)C1CCN(Cc2nc3ccc(Cl)cc3n2CCO)CC1	13	·	103	96	1.7	103	105	8	105	99	19
NC(=O)CSC1=Nc2ccccc2C2=NC(CC(=O)NCc3cccs3)C(=O)N12 (stereo not given)	-2	2	93	92	-0.2	99	97	7	98	98	24
CCCCCn1c(=S)[nH]c2cc(C(=O)N3CCCC3)ccc2c1=O	9	-16	100	101	1.1	99	99	5	97	99	10
Cc1onc(-c2ccccc2Cl)c1C(=O)NC1CCS(=O)(=O)C1 (stereo not given)	2	·	100	97	0.8	106	102	6	105	101	28
CN(C)C(=O)c1cn(N(C)c2ncc(C(F)(F)F)cc2Cl)c(=O)c2ccccc12	1	·	103	98	0.3	103	103	10	103	99	20
Cc1ccc(-n2c(SCC(=O)Nc3cccc(S(=O)(=O)NC4=NCCCCC4)c3)nc3ccccc3c2=O)cc1	12	6	98	98	6.6	102	99	23	98	97	10
CCc1nnc(NC(=O)[C@@H](NC(=O)c2ccc(OC)cc2)C(C)C)s1	7	·	99	107	0.8	105	101	13	97	99	16
COC(=O)c1ccc(Sc2ccc(C)cc2)c(N)c1	-1	·	95	99	-0.2	95	98	28	96	94	12
Cc1cc(N2CCN(S(=O)(=O)Cc3ccccc3)CC2)n2ncnc2n1	4	·	100	103	0.7	103	104	15	104	99	25
O=C(c1ccc2c(c1)OCCO2)C1CCN(C(=O)c2ccc(F)c(F)c2)CC1	2	19	94	93	0.7	96	96	8	95	94	62
Cc1ccc2oc(=O)n(Cc3ccccc3OC(C)C)c2c1	4	-17	100	102	0.9	101	99	2	99	97	47
COc1ccc(NC(=O)CC2Sc3ncnn3C2=O)cc1 (stereo not given)	-4	·	104	102	-2.9	105	101	7	101	101	24
COc1ccc(/C=C/C(=O)NCc2ccccn2)cc1OC	1	-4	94	98	-0.1	92	93	11	92	92	11
CC(C)CNS(=O)(=O)c1ccc(OCC(=O)Nc2ccc3c(c2)OCO3)c(Cl)c1	5	·	98	98	0.7	108	101	12	102	101	7
Cn1c(=O)c2c(nc(CN3CCN(Cc4ccccc4)CC3)n2Cc2ccc(Cl)cc2)n(C)c1=O	5	·	100	101	5.4	104	99	8	101	99	14
Cc1ccc(C)c(-n2c(C)cc(/C=N/NC(=O)c3c(C)nc4cc(C)ccn34)c2C)c1	1	-14	98	94	0.3	104	98	7	100	100	28
COc1ccc(Cl)cc1NS(=O)(=O)c1ccc(S(=O)(=O)N2CCCC2)cc1	0	·	96	95	0.4	96	98	15	97	97	44
CC1=CC(C)(C)N2C(=O)C(=O)c3cc(OC(=O)c4ccco4)cc1c32	13	·	92	94	0.4	80	89	9	83	84	9
Cc1csc(SCC(=O)Nc2ncc(Cl)c(C)c2Cl)n1	-1	12	102	100	-0.5	103	104	26	105	99	13
COc1ccccc1NC(=O)c1cc(C(=O)O)ccc1C(=O)O	2	·	99	97	0.4	107	101	24	103	99	56
O=[N+]([O-])c1ccc(Cl)cc1CNc1ccc(F)c(F)c1	6	·	97	93	0.3	98	97	13	97	96	9
CCCCn1c(N)c(N(CC)C(=O)CSc2nnnn2-c2cc(C)ccc2C)c(=O)[nH]c1=O	-1	11	92	95	-0.1	92	91	31	93	95	7
CSc1ccccc1NC(=O)c1ccccc1C	2	-2	93	97	0.5	96	97	11	96	97	19
